# ATXN2 expr inh = ATXN2 expression inhibition; HEK-293 ATXN2-luciferase reporter, luminescence, 24 h; Potency, µM (doses to about 57 µM), for inactives: at the top dose activity change, negative = inhibition, actives largely listed as inhibitors; hit rate 0.72% among 360,000; AID 1745845; note: potency is the fitted concentration of half-maximal effect; % is set by controls: 0 for no effect and ±100 for the full control effect; nearly all actives have a fitted effect of over 55% in size
#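 ATXN2-luciferase reporter cells (luciferase flanked by upstream and downstream ATXN2 gene portions) were treated 24 h at 37 °C with compounds at up to 57 uM. SteadyGlo luminescence gave expression; GF-AFC fluorescence gave viability.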
# MCF10A rereplic = induces DNA re-replication in MCF 10a normal breast cells; AID 624296; Potency, µM (titrated, usually from 46.1 µM), for the others: top-dose activity, positive = re-replication, usual class: activators; hit rate 2.9% among 350,000; MCF 10A DNA re-replication, Hoechst nuclear intensity, 48 h; note: potency is the fitted concentration of half-maximal effect; % of control where 0% means no effect; nearly all actives have a fitted effect of over 50% in size
# HT1080-NT tox = kills 2HG-producing HT-1080-NT fibrosarcoma cells | HT-1080-NT fibrosarcoma viability, CellTiter-Glo ATP luminescence, 48 h | Potency, µM (doses to about 46.1 µM), inactives show at the top dose activity, negative = less viability, usual class: cytotoxic | hit rate 1.6% among 360,000 | AID 686970;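 note: NT is the 2HG producing partner of a matched IDH1 knockdown line; potency is the fitted concentration of half-maximal effect; 0% = DMSO-treated cells and -100% = media-only wells without cells; nearly all actives have a fitted effect of over 55% in size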
#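 HT-1080-NT fibrosarcoma cells (2HG-overproducing), 750 cells/well in RPMI with 5% FBS, dosed after 2 h and incubated 48 h at 37C. CellTiter-Glo luminescence normalized to DMSO and no-cell wells; concentration-response curves fitted and classed.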
# IL1B secr inh = inflammasome signaling inhibition, IL-1 beta readout. activity change, % at 57.5 µM. THP-1 LPS/ATP IL-1B secretion, AlphaLISA, 16 h; active compounds read low. hit rate 4.7% among 360,000; in the data active = activity change below about -50%; inconclusive = mostly about -30% to -49%; note: % is set by controls: 0 for no effect and ±100 for the full control effect
#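 THP-1 cells pretreated 1 hr with compounds (up to 57.5 uM final), then stimulated with LPS (250 ng/mL final) plus ATP (1.25 mM final); secreted IL-1B measured by AlphaLISA after 16 hr, decreased signal indicating inhibition.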
# HT1080 IDH1KD tx = HT-1080 IDH1 knockdown cell toxicity (counter line). hit rate 2% among 360,000. AID 686971. HT-1080 IDH1 knockdown viability, ATP luminescence, 48 h. Potency, µM (titrated, usually from 46.1 µM), for the others: at the highest dose activity, negative = toxicity, usual class: cytotoxic;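 note: potency is the fitted concentration of half-maximal effect; 0% = DMSO wells and -100% = cell-free medium wells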
#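 After a 2 h attachment period, IDH1KD HT-1080 cells took pin-transferred compound for 48 h at 37 °C; ATP-based luminescence after 10 min room-temperature reagent incubation reported viability.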
# KB-3-1 tox = kills parental KB-3-1 adenocarcinoma cells; KB-3-1 viability, CellTiter-Glo ATP luminescence, 72 h; Potency, µM (highest dose often 46.1 µM), inactives show top-dose activity change, negative = cytotoxic, hits mostly cytotoxic; hit rate 1.4% among 400,000; note: potency is the fitted concentration of half-maximal effect; % is set by controls: 0 for no effect and ±100 for the full control effect; nearly all actives have a fitted effect of over 60% in size
#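 KB-3-1 cells, DMEM (no phenol red) + 10% FBS; compound by pin transfer, 72 h, 37 °C. Readout: CellTiter-Glo luminescence after 10 min. Data normalized, curve-fitted.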
# S2 tox = cell viability loss in ATXN counter-screen; S2 cells (HEK-293 line with an ATXN2-luciferase reporter) viability, CellTiter-Fluor protease fluorescence, 24 h; Potency, µM (titrated, usually from 56.7 µM), hits mostly cytotoxic; hit rate 0.49% among 400,000; AID 651635; note: potency is the fitted concentration of half-maximal effect; nearly all actives have a fitted effect of over 40% in size
# HepG2 viability = counter-screen for TGF-b inhibitors: cytotoxicity in HepG2 cells; HepG2 CAGA-GFP viability, ATP luminescence, 18 h; AID 588856; Potency, µM (series often up to 46.1 µM), without a hit: top-dose activity change, negative = cytotoxicity, actives largely listed as cytotoxic; hit rate 0.76% among 410,000; note: potency is the fitted concentration of half-maximal effect; some results filed as inactive show a strong effect at the top dose
#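 HepG2 CAGA-GFP cells (1000/well, DMEM with 1% FBS) received compound, then TGF-beta at 500 pg/mL final, and were incubated 18 hours at 37 degrees C. Viability was read by CellTiter-Glo luminescence. Media-only wells were set as complete cell-killing and DMSO as no toxicity.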
# SW480 rerep = DNA re-replication induction in SW480 cells | AID 624297 | SW480 DNA re-replication, Hoechst DNA content imaging, 48 h | Potency, µM (highest dose often 46.1 µM), inactives show at the top dose re-replication activation, usual class: activators | hit rate 1.8% among 340,000; note: potency is the fitted concentration of half-maximal effect; % of control where 0% means no effect; nearly all actives have a fitted effect of over 55% in size
#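 First, 250 cells per well were seeded. Next, compound or vehicle (23 nL) was pinned in, plates sat 48 hr at 37 C. Finally Hoechst was added for 40 min before fluorescence scanning.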
# Active calls of the source: *; i = inactive; ? = inconclusive; nt = no result given; [ ] = another dose, or the depositor's remark. Unless noted, calls come from the whole dose curve; as a rule, active = well fitted curve in the direction sought with a large enough effect; inconclusive = small, poorly fitted or top-dose-only effect, or another doubt; inactive = no such curve, though single readings can be large; an effect the other way counts as inactive or inconclusive.
# The first 4 compounds, ahead of the listing:
1	CN(C(=O)CSc1cccc[n+]1[O-])c1ccccc1
2	O=C(Cc1cccc2ccccc12)NCC(=O)Nc1ccccc1F
3	O=C(NCC1CCCO1)c1cc2c(=O)[nH]c3ccccc3c2s1 (configuration not stated)
4	Cc1cc(C)nc(SCC(=O)OCC(=O)N(C)c2c(N)n(Cc3ccccc3)c(=O)[nH]c2=O)n1

Assay by compound	1	2	3	4
HepG2 viability	-1%	3%	-19%	-23%
IL1B secr inh	2	22	-6	3
KB-3-1 tox	23%	-1%	21%	nt
HT1080 IDH1KD tx	1%	-14%	4%	12%
S2 tox	i	i	i	i
HT1080-NT tox	10%	-7%	6%	10%
SW480 rerep	-4%	-2%	-29%	4%
MCF10A rereplic	5%	2%	14%	1%
ATXN2 expr inh	-1%	4%	-25%	0%

# This part in full, from the start:
1	CN(C(=O)CSc1cccc[n+]1[O-])c1ccccc1
2	O=C(Cc1cccc2ccccc12)NCC(=O)Nc1ccccc1F
3	O=C(NCC1CCCO1)c1cc2c(=O)[nH]c3ccccc3c2s1 (configuration not stated)
4	Cc1cc(C)nc(SCC(=O)OCC(=O)N(C)c2c(N)n(Cc3ccccc3)c(=O)[nH]c2=O)n1
5	CCc1noc(C)c1C(=O)N1CCCSC1=Nc1ccccc1C(C)C
6	CC(C)(C)c1ccc(OCCC(=O)OCC(=O)Nc2cccnc2Cl)cc1
7	C=CCOC(=O)/C(=C/c1cccc2ccccc12)NC(=O)c1ccccc1
8	CC(C)NC(=O)N(C)C[C@H]1Oc2c(NC(=O)C3CCCCC3)cccc2C(=O)N([C@H](C)CO)C[C@@H]1C

Assay by compound	1	2	3	4	5	6	7	8
HepG2 viability	-1%	3%	-19%	-23%	2%	9%	-3%	-15%
IL1B secr inh	2	22	-6	3	-1	-10	-10	5
KB-3-1 tox	23%	-1%	21%	nt	?	5%	-3%	0%
HT1080 IDH1KD tx	1%	-14%	4%	12%	0%	-3%	-1%	8%
S2 tox	i	i	i	i	i	i	i	i
HT1080-NT tox	10%	-7%	6%	10%	-3%	2%	6%	5%
SW480 rerep	-4%	-2%	-29%	4%	7%	-6%	-5%	-4%
MCF10A rereplic	5%	2%	14%	1%	8%	?	28%	9%
ATXN2 expr inh	-1%	4%	-25%	0%	-4%	7%	39%[activator]	2%

9	CCN(C(=O)COC(=O)c1cc(-c2cccs2)nc2ccccc12)C1CCS(=O)(=O)C1 (configuration not stated)
10	COC(=O)[C@@]12C[C@@H](CC(=O)NCC3CCCCC3)C(=O)N(Cc3ccco3)C1=CCC(C)(C)C2
11	Fc1ccc(N/N=C/c2cccnc2)c(F)c1
12	Cc1cc(C)c(OCC(=O)NCC2COc3ccccc3O2)c(C)c1 (configuration not stated)
13	O=C(NCc1ccccc1)c1cc(C2COCCN2C(=O)c2ccc(Cl)cc2)on1 (configuration not stated)
14	Cc1cccc(C(=O)Nc2cccc(C(=O)OCc3cc(=O)n4nc(C5CC5)sc4n3)c2)c1
15	CSCCC(NC(=O)c1ccc(Cl)cc1Cl)C(=O)NCc1ccncc1 (configuration not stated)
16	CC(=O)N1CCCc2cc(S(=O)(=O)N(C)CC(=O)Nc3ccc(C)cc3C)ccc21

Assay by compound	9	10	11	12	13	14	15	16
HepG2 viability	-7%	nt	-1%	7%	-20%	-10%	0%	-3%
IL1B secr inh	-54*	-2	-26	?	3	nt	-13	nt
KB-3-1 tox	-3%	-21%	2%	-5%	0%	-17%	0%	-21%
HT1080 IDH1KD tx	?	-23%	15µM*	-2%	12%	nt	-9%	nt
S2 tox	i	nt	i	i	i	?	?	?
HT1080-NT tox	-19%	?	?	7%	13%	nt	-2%	nt
SW480 rerep	1%	nt	-9%	0%	nt	nt	-414%[inhibitor]	nt
MCF10A rereplic	?	nt	-11%	14%	nt	nt	-5%	nt
ATXN2 expr inh	-16%	nt	-3%	3%	5%	6%	1%	-9%

17	Cc1ccc(C)c(NC(=O)CN(C)C(=O)c2cccc(N3C(=O)CCC3=O)c2)c1
18	CC(/C=N/NC(=O)c1nnn(-c2nonc2N)c1CN1CCCCC1)c1ccccc1 (configuration not stated)
19	CC(=O)Nc1cncc(-c2ccccc2C(C)=O)n1
20	COc1ccc(/C(O)=C2\C(=O)C(=O)N(c3cc(C)on3)C2c2cccc(OC)c2OC)cc1C (configuration not stated)
21	COc1ccc(CCNC(=O)CCCc2ccccc2)cc1
22	CC(=O)NCc1nnc2c3ccccc3c(-c3ccccc3)nn12
23	O=C(CSc1nnnn1-c1ccccc1)N1CCc2ccccc21
24	CCn1c(Cc2ccccc2)nnc1SCC(=O)c1cccc([N+](=O)[O-])c1

Assay by compound	17	18	19	20	21	22	23	24
HepG2 viability	7%	3%	7%	-1%	3%	2%	-8%	-17%
IL1B secr inh	8	4	26	-10	13	9	18	16
KB-3-1 tox	4%	-12%	0%	4%	-2%	1%	12%	-1%
HT1080 IDH1KD tx	8%	-3%	2%	5%	6%	-13%	8%[9.24 µM]	18%
S2 tox	i	i	i	i	i	i	i	i
HT1080-NT tox	15%	2%	13%	-1%	22%	-8%	4%	-5%
SW480 rerep	-440%[inhibitor]	4%	nt	3%[9.22 µM]	-3%	-20%	4%	-5%
MCF10A rereplic	14%	3%	nt	-4%	1%	-17%	2%	-5%
ATXN2 expr inh	15%	-1%	0%	4%	-2%	-9%	1%	10%

25	CCCc1nn2c(-c3ccccc3)nnc2o1
26	COC(=O)c1cc2c(C)cc3ccc(C)cn3c-2c1C(=O)OC
27	CCCCC[C@H](C)N1C[C@H](COCc2ccccc2)Oc2cc(N3CC[C@H](N(C)C)C3)ccc2S1(=O)=O
28	O=C(COc1ccccc1)Nc1ccc(OC(F)(F)C(F)F)c(NC(=O)COc2ccccc2)c1
29	CCCCSc1nc(CCC)cc(=O)[nH]1
30	O=C(CC(=O)NCc1ccc(Cl)cc1)NCc1ccccc1
31	CC1CCc2c(sc(NC(=O)CCCOc3ccccc3)c2C(N)=O)C1 (configuration not stated)
32	Cc1ccccc1OCC(=O)Nc1ccc(Cc2ccncc2)cc1

Assay by compound	25	26	27	28	29	30	31	32
HepG2 viability	-1%	-5%	nt	-23%	-10%	-3%	-19%	-26%
IL1B secr inh	-67*	-4	?	4	21	12	nt	-77*
KB-3-1 tox	2%	4%	?	0%	-5%	5%	19%	-21%
HT1080 IDH1KD tx	4%	11%	21µM*	-9%	18%	4%	nt	-18%
S2 tox	i	i	nt	nt	i	i	i	i
HT1080-NT tox	17%	14%	?	-1%	1%	-2%	nt	-18%
SW480 rerep	nt	12%	nt	-9%	13%	0%	nt	1%
MCF10A rereplic	nt	-3%	nt	-1%	-183%[0.0737 µM]	-1%	nt	13%
ATXN2 expr inh	nt	7%	?	nt	-3%	2%	13%	?

# Complete entries as entered above. Order of screens: HepG2 viability, IL1B secr inh, KB-3-1 tox, HT1080 IDH1KD tx, S2 tox, HT1080-NT tox, SW480 rerep, MCF10A rereplic, ATXN2 expr inh
# `CCCCSc1nc(CCC)cc(=O)[nH]1` across the screens: -10%, 21, -5%, 18%, i, 1%, 13%, -183%[0.0737 µM], -3%
# `CCCCC[C@H](C)N1C[C@H](COCc2ccccc2)Oc2cc(N3CC[C@H](N(C)C)C3)ccc2S1(=O)=O` across the screens: nt, ?, ?, 21µM*, nt, ?, nt, nt, ?

# Continuation.
33	Cc1cc(C)n(CC(=O)c2ccc(Br)cc2)c(=O)c1C#N
34	CCOC(=O)[C@@H]1[C@H]2COc3ccccc3[C@@H]2N2C(=O)N(c3ccc(C(F)(F)F)cc3)C(=O)[C@@]12C
35	CC1=C(C#N)C(c2cn(-c3ccccc3)nc2-c2cccs2)C(C#N)=C(C)N1
36	Cc1cc(NCCCN2CCOCC2)n2ncc(-c3ccccc3)c2n1
37	CCCCN(Cc1nc2ccccc2c(=O)[nH]1)C(=O)COc1ccc(F)cc1Cl
38	Cc1cccc(NC(=O)CCc2nc3sc4c(c3c(=O)[nH]2)CCCC4)n1
39	C=CCSc1nncn1/N=C/c1ccc(OC)cc1
40	CCn1cc(C2C(C(=O)Nc3cc(C)ccn3)=C(C)NC3=C2C(=O)CC(C)(C)C3)c(C)n1 (configuration not stated)

Assay by compound	33	34	35	36	37	38	39	40
HepG2 viability	-1%	-22%	-7%	-24%	1%	3%	0%	-1%
IL1B secr inh	-11	1	-90*	-5	17	-8	25	19
KB-3-1 tox	-5%	-1%	?	5%	0%	0%	-4%	11%
HT1080 IDH1KD tx	-1%	-3%	?	-19%	-7%	-28%	-2%	15%
S2 tox	i	?	i	?	?	i	i	i
HT1080-NT tox	6%	-14%	?	-18%	-17%	-10%	6%	8%
SW480 rerep	-14%	2%	-2%	-4%	-2%	3%	-5%	-697%[inhibitor]
MCF10A rereplic	-8%	-2%	-9%	5%	1%	?	3%	-3%
ATXN2 expr inh	-6%	-3%	-24%	48%[activator]	6%	-4%	66%[activator]	0%

41	Cc1ccc2oc(Nc3nc(-c4ccccc4)cc(=O)[nH]3)nc2c1
42	O=C(O)C1OC(Oc2cc3oc(-c4ccccc4)cc(=O)c3c(O)c2O)C(O)C(O)C1O (configuration not stated)
43	O=S(=O)(c1cccc2cccnc12)N1CCN(c2ccccc2)CC1
44	CCOCc1nnc(NC(=O)COc2ccc3c(c2)OCO3)s1
45	Cc1ccc(NS(=O)(=O)N2CCOCC2)cc1Cl

Assay by compound	41	42	43	44	45
HepG2 viability	-18%	0%	6%	-1%	-74%
IL1B secr inh	nt	1	17	7	6
KB-3-1 tox	?	-2%	-1%	6%	10%
HT1080 IDH1KD tx	?	9%	4%	?	1%
S2 tox	?	i	i	i	i
HT1080-NT tox	-4%	3%	0%	?	5%
SW480 rerep	?	?	2%	-4%	10%
MCF10A rereplic	21µM*	?	-5%	2%	4%
ATXN2 expr inh	34%[11.3 µM]	9%	-3%	-33%	-4%

# Screens from PubChem.
